Rac1 GTP hydrolysis – MgcRacGAP GTPase-activating activity inhibitors, confirmation, biochemical, ADP Hunter fluorescence; AID 624330; MgcRacGAP-stimulated Rac1 GTP hydrolysis, ADP Hunter fluorescence; higher % means a stronger effect; GST-tagged Rac1 F28L mutant substrate; inhibition, % at 30 µM, or IC50 in µM where a hit was titrated; actives 0.6% (n = 340,000);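 active = first-screen hits whose inhibition reached a set limit at any dose in the follow-up dose series; inconclusive = inhibition above the set first-screen limit but never retested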;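 note: fluorescence reports GDP produced by GAP-driven GTP hydrolysis; strong numbers were not always called active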
RSV antiviral HEp-2 – inhibition of RSV-induced cytopathic effect – HEp-2 cells, primary 10 µM value included (AID 2391). HEp-2 cells, RSV-induced CPE inhibition; higher % means a stronger effect. one-dose CPE inhibition, % at 10 µM; IC50 in µM for titrated hits. actives 0.13% (n = 310,000); in the data active = a potency from the dose series; inconclusive = CPE inhibition mostly from about 23% at the one dose, without a potency; inactive = the rest, 99 in 100 with CPE inhibition below about 21%; note: strong numbers were not always called active
Large T inhibition – SV40 large T antigen inhibitors, biochemical (AID 1903); SV40 large T antigen ATPase/helicase inhibition assay; higher % means a stronger effect; actives 0.39% (n = 310,000); inhibition, % at 20 µM; hits with a dose series show IC50 in µM; in the data active = a potency from the dose series; inconclusive = inhibition mostly from about 32% at the one dose, without a potency; inactive = the rest, 99 in 100 with inhibition below about 32%; note: strong numbers were not always called active
NS5 inhibitors – flavivirus cap methylation enzyme inhibition – biochemical, confirmation dose response, primary screen (AID 588689); Dengue-2 NS5 methyltransferase capping enzyme assay, biochemical; higher % means a stronger effect; inhibition, % at 25 µM, or IC50 in µM where a hit was titrated; actives 0.3% (n = 340,000); in the data active = a potency from the dose series; inconclusive = inhibition above about 29% without an active follow-up result
Salmonella PhoP GFP – PhoP-dependent GFP reporter repression – Salmonella Typhimurium, primary screen (AID 1863); S. Typhimurium PhoP-regulated promoter GFP reporter, 4 h; higher % means a stronger effect; inhibition, % at 50 µM; hits with a dose series show IC50 in µM; actives 0.16% (n = 300,000);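 active = inhibition over 29.93%, a cutoff 3 SD above the screen mean, later confirmed by dose response; inconclusive = inhibition over 29.93% but no dose response follow-up; inactive = inhibition at most 29.93% or unconfirmed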;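 note: 0% = low Mg2+ inducing control and 100% = high Mg2+ repressing control; strong numbers were not always called active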
West Nile virus CPE – inhibition of WNV-induced cytopathic effect – cell-based, CPE readout (AID 1621). actives 0.02% (n = 290,000). West Nile virus-infected cells, CPE inhibition; higher % means a stronger effect. CPE inhibition, % at 10 µM, or IC50 in µM where a hit was titrated; in the data active = a potency from the dose series; inconclusive = CPE inhibition mostly from about 3.7% at the one dose, without a potency; inactive = the rest, 99 in 100 with CPE inhibition below about 2.2%; note: strong numbers were not always called active
UTI89 phage lysis – inhibition of K1F phage lysis, E. coli UTI89, bacterial capsule biogenesis inhibitors, alamar blue (AID 488966) | E. coli UTI89 K1F phage lysis, alamar blue, 2 h; higher % means a stronger effect | actives 0.02% (n = 340,000) | one-dose inhibition, % at 100 µM; IC50 in µM for titrated hits;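 active = phage lysis inhibition, versus mean bacterial control, above a set limit; inconclusive = no clear call, values can overlap the other calls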;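 note: capsule biogenesis inhibitors block K1F phage lysis so surviving cells raise fluorescence; higher fluorescence means more inhibition of phage lysis; actives were called in the ten point dose series up to 300 µM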
NTR1 ag – NTR1-driven beta-arrestin-GFP spot formation – imaging, U2OS cells, high content, primary screen (AID 493036) | actives 0.17% (n = 330,000) | agonist mode | activation, % at 20 µM;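 active = activation at or above 40% of the spot to cytoplasm intensity ratio, with at least 20 cells analyzed; inconclusive = wells under 20 cells, flagged as cytotoxic or low count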;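 note: 0% = DMSO without peptide and 100% = 100 nM NTR1 peptide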
Target sequence (P30989 whole entry, looked up): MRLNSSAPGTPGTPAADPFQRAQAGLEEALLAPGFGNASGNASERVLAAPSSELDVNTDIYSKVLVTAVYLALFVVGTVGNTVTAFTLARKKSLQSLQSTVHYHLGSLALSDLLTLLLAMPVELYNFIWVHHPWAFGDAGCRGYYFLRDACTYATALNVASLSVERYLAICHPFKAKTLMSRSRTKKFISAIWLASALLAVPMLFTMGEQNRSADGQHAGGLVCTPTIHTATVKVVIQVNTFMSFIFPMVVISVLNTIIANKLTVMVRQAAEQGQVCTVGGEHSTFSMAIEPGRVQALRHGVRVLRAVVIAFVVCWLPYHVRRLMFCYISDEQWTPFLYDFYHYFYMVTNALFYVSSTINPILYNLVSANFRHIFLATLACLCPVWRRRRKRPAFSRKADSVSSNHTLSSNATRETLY
T cell HTS – T cell immune modulators affecting CD8 T cell-vesicle binding; calls only at 7 µM; 2C CD8+ T cell-vesicle binding, flow cytometry; active compounds read low; AID 2052; actives 0.068% (n = 330,000);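 active = response, share of CD8 T cells binding vesicles, and their 90th percentile fluorescence all below set limits, cut at about 80% in these data, passing the limit was not always enough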
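Assay system – 2C mouse CD8+ T cells · Also added – QL9-loaded Drosophila micro-vesicles · Timing – Cell–vesicle co-incubation 1.5 h at 37 °C, staining 20 min on ice · Signal – flow cytometry of vesicle-bound cells · Measure – percent CD8+ FL2 mean versus row control · Controls – Peptide-free naked vesicles (low) and QL9 vesicles with 0.7% DMSO vehicle (high)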
T cell HTS vesicle-bound % – further read-out of T cell HTS, marked with its call; double positive events, %; measured here: CD8+ vesicle-bound cell fraction;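 binding gate set so that unloaded-vesicle control wells show 10% double positive cells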
NTR1 ag cell count 20 µM – second read-out of NTR1 ag, no call of its own (marks repeat the call); cell count; measured here: cell count, cytotoxicity flag
* hit, by the source's call; & = joins results of further samples; [ ] = another dose, or the depositor's remark. An unsorted share of the library; about 1.5% have a hit in one of these screens.

Results for COc1cc(Br)cc(-c2nc3c(c(=O)[nH]c(=O)n3Cc3ccccc3)n2C)c1O ?
Rac1 GTP hydrolysis: 15%; RSV antiviral HEp-2: 8.7%; Large T inhibition: 17%; NS5 inhibitors: 3%; Salmonella PhoP GFP: 1%; West Nile virus CPE: 2.6%; UTI89 phage lysis: 0.2%; NTR1 ag: 4.2; T cell HTS: inactive; T cell HTS vesicle-bound %: 22; NTR1 ag cell count 20 µM: 80

What do the screens show for `COC(=O)c1ccccc1NC(=O)Cn1c(=O)n(CCC(=O)NC2CCN(Cc3ccccc3)CC2)c(=O)c2ccccc21`?
Rac1 GTP hydrolysis: -3%; RSV antiviral HEp-2: 0.0%; Large T inhibition: 19%; NS5 inhibitors: -8%; Salmonella PhoP GFP: -10%; West Nile virus CPE: -0.3%; UTI89 phage lysis: -0.2%; NTR1 ag: 0.0; T cell HTS: inactive; T cell HTS vesicle-bound %: 29; NTR1 ag cell count 20 µM: 50

How did O=C(Cn1ncc(Cl)c(Cl)c1=O)NC1CCS(=O)(=O)C1 (centres undefined) do in these assays?
Rac1 GTP hydrolysis: 26%; RSV antiviral HEp-2: 1.1%; Large T inhibition: 22%; NS5 inhibitors: -4%; Salmonella PhoP GFP: -3%; West Nile virus CPE: 1.1%; UTI89 phage lysis: 1.1%; NTR1 ag: -1.4; T cell HTS: inactive; T cell HTS vesicle-bound %: 16; NTR1 ag cell count 20 µM: 69

How did CCOc1cccc(C=Nc2cc(C)cc(C)c2O)c1O do in these assays?
Rac1 GTP hydrolysis: 13%; RSV antiviral HEp-2: 1.0%; Large T inhibition: 21%; NS5 inhibitors: -6%; Salmonella PhoP GFP: 2%; West Nile virus CPE: 0.6%; UTI89 phage lysis: 0.3%; NTR1 ag: 3.8; T cell HTS: inactive; T cell HTS vesicle-bound %: 58; NTR1 ag cell count 20 µM: 72

Results for CCOCCCn1c(=NC(=O)c2cccnc2)c(C(=O)OCC)cc2c(=O)n3ccccc3nc21 ?
Rac1 GTP hydrolysis: 9%&16%; RSV antiviral HEp-2: 0.1%; Large T inhibition: 7%; NS5 inhibitors: 10%&-16%; Salmonella PhoP GFP: 15%; West Nile virus CPE: 0.2%; UTI89 phage lysis: 2.6%&0.0%; NTR1 ag: -0.8; T cell HTS: inactive; T cell HTS vesicle-bound %: 19; NTR1 ag cell count 20 µM: 43

What do the screens show for `CC(=O)NCCc1c[nH]c2ccc(O)cc12`?
Rac1 GTP hydrolysis: inconclusive; RSV antiviral HEp-2: -0.9%; Large T inhibition: 22µM*; NS5 inhibitors: 1%; Salmonella PhoP GFP: 4%; West Nile virus CPE: 0.9%; UTI89 phage lysis: -1.4%; NTR1 ag: 3.9; NTR1 ag cell count 20 µM: 67

What do the screens show for `COC(=O)c1sccc1NC(=O)c1cnc2cc(C)nn2c1C`?
Rac1 GTP hydrolysis: -3%; RSV antiviral HEp-2: -0.3%; Large T inhibition: -2%; NS5 inhibitors: -1%; Salmonella PhoP GFP: -2%; West Nile virus CPE: -0.3%; UTI89 phage lysis: 0.3%; NTR1 ag: 0.2; T cell HTS: inactive; T cell HTS vesicle-bound %: 51; NTR1 ag cell count 20 µM: 53

How did COc1ccc(OC)c(CN2CCSCC2)c1 do in these assays?
Rac1 GTP hydrolysis: 36%; RSV antiviral HEp-2: 0.5%; Large T inhibition: 10%; NS5 inhibitors: 0%; Salmonella PhoP GFP: 2%; West Nile virus CPE: -1.1%; UTI89 phage lysis: -0.2%; NTR1 ag: -0.5; T cell HTS: inactive; T cell HTS vesicle-bound %: 57; NTR1 ag cell count 20 µM: 66

What do the screens show for `CCc1nnc(NS(=O)(=O)c2ccc(NC(=O)c3cccc(Br)c3)cc2)s1`?
Rac1 GTP hydrolysis: 9%; RSV antiviral HEp-2: 1.2%; Large T inhibition: 10%; NS5 inhibitors: 5%; Salmonella PhoP GFP: 0%; West Nile virus CPE: 1.0%; UTI89 phage lysis: 2.0%; NTR1 ag: 0.0; T cell HTS: inactive; T cell HTS vesicle-bound %: 18; NTR1 ag cell count 20 µM: 56

What do the screens show for `O=C(N/N=C1/CCS(=O)(=O)c2ccc(F)cc21)c1cccnc1`?
Rac1 GTP hydrolysis: 4%; RSV antiviral HEp-2: 1.1%; Large T inhibition: 11%; NS5 inhibitors: 2%; Salmonella PhoP GFP: 3%; West Nile virus CPE: 0.5%; UTI89 phage lysis: 0.1%; NTR1 ag: 5.2; T cell HTS: inactive; T cell HTS vesicle-bound %: 29; NTR1 ag cell count 20 µM: 53

What do the screens show for `COc1ccccc1NCc1nnc(SCC(=O)N/N=C/c2ccco2)n1-c1ccc(Cl)cc1Cl`?
Rac1 GTP hydrolysis: 0%; RSV antiviral HEp-2: 1.5%; Large T inhibition: 12%; NS5 inhibitors: -2%; Salmonella PhoP GFP: -4%; West Nile virus CPE: -0.1%; UTI89 phage lysis: -1.2%; NTR1 ag: 2.1; T cell HTS: inactive; T cell HTS vesicle-bound %: 31; NTR1 ag cell count 20 µM: 67

Results for O=C(CC1Sc2ccccc2NC1=O)NCc1cccc(Cl)c1 (centres undefined) ?
Rac1 GTP hydrolysis: 12%; RSV antiviral HEp-2: -0.1%; Large T inhibition: 4%; NS5 inhibitors: -7%; Salmonella PhoP GFP: 0%; West Nile virus CPE: -0.1%; UTI89 phage lysis: 0.6%; NTR1 ag: 0.1; T cell HTS: inactive; T cell HTS vesicle-bound %: 51; NTR1 ag cell count 20 µM: 62

How did COC(=O)COc1ccc(C(C2C(=O)CC(C)(C)CC2=O)C2C(=O)CC(C)(C)CC2=O)cc1 do in these assays?
Rac1 GTP hydrolysis: 15%; RSV antiviral HEp-2: 1.5%; Large T inhibition: 12%; NS5 inhibitors: 48µM*; Salmonella PhoP GFP: 5%; West Nile virus CPE: 0.7%; UTI89 phage lysis: 0.6%[50 µM]; NTR1 ag: -1.0; T cell HTS: inactive; T cell HTS vesicle-bound %: 12; NTR1 ag cell count 20 µM: 87

Results for CN(C)c1ccc(N2C(=O)CC(Nc3ccc(N4CCOCC4)cc3)C2=O)cc1 (centres undefined) ?
Rac1 GTP hydrolysis: 15%; RSV antiviral HEp-2: 2.0%; Large T inhibition: 13µM*; Salmonella PhoP GFP: 4%; West Nile virus CPE: 0.2%; UTI89 phage lysis: 1.0%; NTR1 ag: 0.6; T cell HTS: inactive; T cell HTS vesicle-bound %: 48; NTR1 ag cell count 20 µM: 64

Results for C=C(C)CN1CCN(c2c(CCC#N)c(C)c(C#N)c3nc4ccccc4n23)CC1 ?
Rac1 GTP hydrolysis: 2%; RSV antiviral HEp-2: -1.3%; Large T inhibition: 18%; NS5 inhibitors: -12%; Salmonella PhoP GFP: -3%; West Nile virus CPE: inconclusive; UTI89 phage lysis: 1.3%; NTR1 ag: 0.8; T cell HTS: inactive; T cell HTS vesicle-bound %: 39; NTR1 ag cell count 20 µM: 46

What do the screens show for `NS(=O)(=O)c1ccc(CCNC(=O)c2ccc(C#CC3(O)CCCCC3)cc2)cc1`?
Rac1 GTP hydrolysis: 4%; RSV antiviral HEp-2: 9.5%; Large T inhibition: 9%; NS5 inhibitors: -2%; Salmonella PhoP GFP: 8%; West Nile virus CPE: 2.1%; UTI89 phage lysis: -0.1%; NTR1 ag: 1.4; T cell HTS: inactive; T cell HTS vesicle-bound %: 57; NTR1 ag cell count 20 µM: 77

What do the screens show for `CCOc1ccc(CNC(=O)Cn2ccc3cc(S(=O)(=O)N4CCCC4)ccc32)cc1`?
Rac1 GTP hydrolysis: 13%; RSV antiviral HEp-2: 2.0%; Large T inhibition: 13%; NS5 inhibitors: -10%; Salmonella PhoP GFP: -7%; West Nile virus CPE: -0.1%; UTI89 phage lysis: 0.1%; NTR1 ag: 0.0; T cell HTS: inactive; T cell HTS vesicle-bound %: 35; NTR1 ag cell count 20 µM: 54

Results for COc1cc2[nH]c3c(Cl)ncnc3c2cc1OC ?
Rac1 GTP hydrolysis: 14%; RSV antiviral HEp-2: 1.5%; Large T inhibition: 16%; NS5 inhibitors: -2%; Salmonella PhoP GFP: -5%; West Nile virus CPE: 0.0%; UTI89 phage lysis: -0.3%; NTR1 ag: 0.1; T cell HTS: inactive; T cell HTS vesicle-bound %: 45; NTR1 ag cell count 20 µM: 50

How did CCN(CC)c1ccc(/C=N/NC(=O)CNC(=O)c2cccs2)cc1 do in these assays?
Rac1 GTP hydrolysis: 10%; RSV antiviral HEp-2: 3.3%; Large T inhibition: 19%; NS5 inhibitors: -10%; Salmonella PhoP GFP: -2%; West Nile virus CPE: -0.5%; UTI89 phage lysis: -1.3%; NTR1 ag: 1.3; T cell HTS: inactive; T cell HTS vesicle-bound %: 47; NTR1 ag cell count 20 µM: 43

What do the screens show for `C=CC[C@@H](CC(=O)N(CCO)Cc1ccccc1)C(=O)NC[C@H](OC(=O)[C@@H](CC=C)Cc1ccc(F)cc1)c1ccccc1`?
Rac1 GTP hydrolysis: 3%; NS5 inhibitors: -4%; UTI89 phage lysis: -0.2%; NTR1 ag: 19; T cell HTS: inactive; T cell HTS vesicle-bound %: 27; NTR1 ag cell count 20 µM: 54

What do the screens show for `COc1ccc(/C=N/NC(=O)c2nc(-c3ccccc3)cc(-c3ccccc3)n2)cc1`?
Rac1 GTP hydrolysis: 18%; RSV antiviral HEp-2: 12%; Large T inhibition: -1%; NS5 inhibitors: -6%; Salmonella PhoP GFP: -14%; West Nile virus CPE: inconclusive; UTI89 phage lysis: 2.3%; NTR1 ag: 0.1; T cell HTS: inactive; T cell HTS vesicle-bound %: 50; NTR1 ag cell count 20 µM: 40

What do the screens show for `COc1ccc(C(=O)N/C(=C\c2ccc3c(c2)OCO3)C(=O)N2CCOCC2)cc1`?
Rac1 GTP hydrolysis: 4%; RSV antiviral HEp-2: 0.0%; Large T inhibition: 2%; NS5 inhibitors: -3%; Salmonella PhoP GFP: 2%; West Nile virus CPE: -0.8%; UTI89 phage lysis: 0.0%; NTR1 ag: 2.1; T cell HTS: inactive; T cell HTS vesicle-bound %: 27; NTR1 ag cell count 20 µM: 46

What do the screens show for `Cc1ccc(C(=O)N2CCN(Cc3ccc4c(c3)OCO4)CC2)cc1C`?
Rac1 GTP hydrolysis: 10%; RSV antiviral HEp-2: 1.8%; Large T inhibition: 12%; NS5 inhibitors: 5%; Salmonella PhoP GFP: 2%; West Nile virus CPE: -0.1%; UTI89 phage lysis: 0.3%; NTR1 ag: 0.7; T cell HTS: inactive; T cell HTS vesicle-bound %: 56; NTR1 ag cell count 20 µM: 62

Compound activity as filed in PubChem.
